Screening results deposited in PubChem BioAssay by The Scripps Research Institute Molecular Screening Center.
ASAP1 GAP inh: ASAP1 ArfGAP inhibition. ASAP1-stimulated ARF1 GTP hydrolysis, GDP FP detection. inhibition, % at 16.5 µM. actives 0.19% (n = 360,000). AID 624377; in the data active = inhibition above about 25%;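 note: 0% = vehicle with enzyme and substrate and 100% = no enzyme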
ARFGAP1 inhibitor: inhibits rat ARF GTPase activating protein 1. inhibition, % at 16.5 µM. AID 651572. Arfgap1-stimulated ARF1 GTP hydrolysis, GDP FP detection. actives 0.26% (n = 360,000). Q62848;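 active = inhibition above a per-plate limit, mean inhibition of low control wells plus 3 SD, cut at about 25% in these data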;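 note: 0% = DMSO wells with enzyme and 100% = wells lacking Arfgap1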
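Repeats: one replicate per compound; assay system: rat Arfgap1 catalytic domain, aa 1-136; times: enzyme reaction 120 min at 25 °C after 20 min preincubation; detection: FP of antibody-bound GDP Alexa 633 tracer, ex 620/em 688 nm; benchmarks: high control wells lacking Arfgap1, low control full reaction with DMSO; reagent: human ARF1(Δ1-17)-GTP substrate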
TDP2 absorb: blocks human TDP2 phosphodiesterase activity; O95551; recombinant TDP2, T5PNP hydrolysis, p-nitrophenol absorbance 415 nm; inhibition, % at 12.8 µM; actives 0.34% (n = 370,000); AID 720702;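 active = inhibition above the mean of all tested compounds plus 3 SD, set per campaign, cut at about 25% in these data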;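 note: 0% = DMSO with enzyme and 100% = buffer with substrate but no TDP2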
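System – recombinant human TDP2 · Quantity – TDP2 enzyme at 120 nM final · Doses – single concentration, 12.8 µM nominal, with 1% DMSO · Incubation – 2 h at 37 °C · Measured by – epi absorbance of p-nitrophenol freed from T5PNP by hydrolysis · Read-out – % inhibition relative to enzyme-containing and enzyme-free wells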
Tn7 DDE FP: disrupts Tn7 cyclic peptide binding to fibrin D-Dimer-E complex; P02675; FP displacement of FITC-Tn7 peptide from fibrin DD(E); 0% = median of compound wells per plate; inhibition, % at 8.3 µM; actives 0.13% (n = 370,000);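 active = inhibition above the mean of compounds falling within the control limits plus 3 SD of them, cut at about 14% in these data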;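 note: 0% = plate median of compound wells and 100% = 10 µM Aha-Tn7 peptide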
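System: human fibrin DD(E); quantity: Fibrin-DD(E) at 2 µM final; also added: fluorescent Tn7 probe at 0.1 µM; compound dosing: single nominal test concentration of 8.3 µM per compound; schedule: 10 min preincubation, 3 h with tracer, room temperature; detection: fluorescence polarization of the labelled Tn7 tracer; repeats: one replicate per compound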
PLC-gamma1 inh: inhibitors of human phospholipase C gamma1; P19174; purified PLC-gamma1, fluorogenic substrate, fluorescence; inhibition, % at 12.2 µM; actives 0.84% (n = 370,000); AID 720700; in the data active = inhibition above about 9.5%
Target sequence (P19174 whole entry, looked up): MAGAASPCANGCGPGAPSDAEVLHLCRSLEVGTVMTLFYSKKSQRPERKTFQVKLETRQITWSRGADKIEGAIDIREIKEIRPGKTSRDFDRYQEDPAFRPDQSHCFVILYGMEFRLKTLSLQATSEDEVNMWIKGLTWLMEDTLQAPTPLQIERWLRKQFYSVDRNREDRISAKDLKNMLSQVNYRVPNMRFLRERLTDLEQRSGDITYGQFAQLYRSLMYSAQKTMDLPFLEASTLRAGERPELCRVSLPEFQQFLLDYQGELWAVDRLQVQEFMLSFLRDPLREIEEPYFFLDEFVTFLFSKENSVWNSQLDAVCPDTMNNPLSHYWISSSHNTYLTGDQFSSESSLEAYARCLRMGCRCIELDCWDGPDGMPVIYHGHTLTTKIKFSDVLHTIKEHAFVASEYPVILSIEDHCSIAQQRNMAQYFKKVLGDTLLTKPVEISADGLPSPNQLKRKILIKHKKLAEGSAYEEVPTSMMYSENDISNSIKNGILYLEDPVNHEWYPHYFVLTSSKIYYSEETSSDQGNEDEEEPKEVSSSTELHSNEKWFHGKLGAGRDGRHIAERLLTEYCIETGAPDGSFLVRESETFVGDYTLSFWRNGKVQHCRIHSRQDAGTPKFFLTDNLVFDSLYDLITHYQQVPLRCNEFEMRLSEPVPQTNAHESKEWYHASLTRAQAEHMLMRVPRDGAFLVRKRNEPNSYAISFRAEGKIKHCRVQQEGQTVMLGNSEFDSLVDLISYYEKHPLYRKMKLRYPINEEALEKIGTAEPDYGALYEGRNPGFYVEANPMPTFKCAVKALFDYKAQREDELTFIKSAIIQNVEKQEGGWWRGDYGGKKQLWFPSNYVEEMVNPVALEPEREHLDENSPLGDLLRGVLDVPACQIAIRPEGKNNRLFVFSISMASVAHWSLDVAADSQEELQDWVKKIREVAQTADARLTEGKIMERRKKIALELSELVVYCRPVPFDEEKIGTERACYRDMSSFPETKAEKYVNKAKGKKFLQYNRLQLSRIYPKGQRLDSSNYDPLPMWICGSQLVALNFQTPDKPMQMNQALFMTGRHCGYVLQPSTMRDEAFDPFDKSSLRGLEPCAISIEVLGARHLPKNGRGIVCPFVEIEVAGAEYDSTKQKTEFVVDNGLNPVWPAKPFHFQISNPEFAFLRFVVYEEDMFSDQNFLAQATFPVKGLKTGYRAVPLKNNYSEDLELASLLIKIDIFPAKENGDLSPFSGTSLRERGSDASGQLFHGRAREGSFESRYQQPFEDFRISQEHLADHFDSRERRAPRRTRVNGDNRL
KLK7 zymogen act: proKLK7 (human) activation, primary screen; activation, % at 7 µM; purified proKLK7, EDANS-DABCYL substrate fluorescence; 100% is mature enzyme control, 0% vehicle; P49862; actives 0.9% (n = 370,000); AID 652039;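 active = activation above the mean of all tested compounds plus 3 SD, computed per campaign excluding outliers beyond control limits, cut at about 13% in these data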
ADAM17 inh: ADAM17 inhibition, QFRET primary screen. P78536. recombinant ADAM17, EDANS/DABCYL FRET peptide cleavage. inhibition, % at 6.95 µM. actives 0.83% (n = 370,000);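 active = inhibition above the mean of compounds lying between control limits plus 3 SD, set per campaign, cut at about 8.5% in these data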;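 note: 0% = DMSO-only wells as the low control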
ADAM10 inh: inhibits human ADAM10; actives 0.62% (n = 370,000); recombinant ADAM10, EDANS/DABCYL FRET peptide cleavage, 3 h; inhibition, % at 7 µM;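 active = inhibition above a per-campaign cutoff equal to the mean of compounds falling between control-based bounds plus 3 SD, cut at about 20% in these data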;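 note: 0% = DMSO wells while the 100% control is not disclosed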
LEDGF integ inh: blocks HIV-1 LEDGF/p75-dependent DNA integration | actives 0.64% (n = 370,000) | TR-FRET IN-LEDGF/p75 DNA integration, Eu/Cy5 | inhibition, % at 3.7 µM | AID 743269;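 active = inhibition above the screen-wide mean plus 3 SD, cut at about 13% in these data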;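 note: signal is the Cy5 over europium emission ratio at 671 and 618 nm; 0% = plate median of compound wells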
DDE Tn6 FP inh: disrupts Tn6 cyclic peptide binding to fibrin D-Dimer-E complex; inhibition, % at 8.3 µM; Fibrin DD(E) TRITC-Tn6 fluorescence polarization displacement; actives 0.21% (n = 370,000);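 active = inhibition above a per-campaign cutoff: mean of compounds within control limits plus 3 SD, cut at about 15% in these data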;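 note: 0% = median of all compound wells on the plate and 100% = blocking peptide control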
Starred values were filed as active, the others as inactive; i = inactive; . = no result given.

No.	PLC-gamma1 inh	ASAP1 GAP inh	DDE Tn6 FP inh	Tn7 DDE FP	ADAM10 inh	KLK7 zymogen act	ADAM17 inh	TDP2 absorb	LEDGF integ inh	ARFGAP1 inhibitor	SMILES
1	-1	3	-3	5	6	0.1	-1	10	-2	8	CCCCCCC(=O)NC(Nc1ccc(S(N)(=O)=O)cc1)C(Cl)(Cl)Cl (configuration not stated)
2	-37	.	-3	6	-10	-0.9	1	-11	3	.	COC(=O)c1ccc(Cn2ccc3ccc(-c4ccc5ccn(C(=O)c6ccc(C)cc6)c5c4)cc32)cc1
3	3	-4	4	-2	6	0.6	-1	8	0	4	Cc1ccc(S(=O)(=O)N2CCC(C(=O)N[C@H](C(=O)NCC3CCCO3)C(C)C)CC2)cc1 (some centres not stated)
4	0	0	1	-3	-5	0.2	-2	-4	-7	-8	COc1ccc(CCC(=O)Nc2ccc(S(=O)(=O)N3CCOCC3)cc2)cc1OC
5	2	16	-4	1	-4	0.2	-2	7	2	-4	C=CCn1c(SCC(=O)Nc2nnc(C)s2)nnc1-c1cccnc1
6	-2	1	3	-2	-1	0.0	-1	-5	-2	9	CCC(Sc1nc2ccccc2s1)C(=O)Nc1nnc(C)s1 (configuration not stated)
7	4	5	-4	2	-5	0.1	0	5	1	5	CC(=O)c1cccc(NC(=O)C2CC(=O)N(C3CCCC3)C2)c1 (configuration not stated)
8	1	-8	-6	5	2	-0.3	-3	9	0	9	CC(C)N(C(=O)c1sc2cc([N+](=O)[O-])ccc2c1Cl)C(C)C
9	1	3	6	-1	8	0.2	5	-12	1	21	CN(C)S(=O)(=O)c1ccc(NC(=O)COc2ncnc3c2cnn3-c2ccccc2)cc1
10	3	10	-5	2	-5	0.8	-4	-18	-2	1	O=C(O)CCCNCc1ccccc1F
11	1	-12	-7	13	0	-0.1	-8	7	1	-3	O=C(NCCC1=CCCCC1)NC12CC3CC(CC(C3)C1)C2
12	1	13	1	3	-11	0.0	-3	-4	-1	0	CC(/C=N/NC(=O)c1nn(C)c(C)c1Br)=C\c1ccccc1
13	0	-2	7	0	-58	0.3	-6	-4	-5	3	C=CCOc1c(Br)cc(CNc2ccc(NC(=O)C(C)C)c(OC)c2)cc1OC
14	i	-1	3	-1	-268	18*	-85	9	0	-10	Nc1cccc2c1C(=O)N(C(=O)c1ccc(Cl)c(S(=O)(=O)N3CCCCCC3)c1)C2=O
15	-18	-11	-6	-4	-203	-9.0	-60	-1	-1	6	CC(Nc1nc(N2CCCCC2)nc2ccccc12)c1ccccc1 (configuration not stated)
16	3	-1	3	2	4	0.2	-1	4	-4	12	O=C1N[C@@H](Cc2cn(S(=O)(=O)c3ccc([N+](=O)[O-])cc3)c3ccccc23)C(=O)N[C@H]1Cc1ccccc1
17	-1	12	2	10	-7	0.5	-4	9	1	-9	CC(C)NC(=O)Nc1ccc2c(c1)C(=O)N([C@H](C)CO)C[C@H](C)[C@@H](CN(C)C(=O)Nc1ccccc1)O2
18	0	-9	0	4	-4	-0.5	-5	4	-5	8	C[C@@H]1CN([C@@H](C)CO)C(=O)CCCn2nncc2CO[C@@H]1CN(C)C(=O)Nc1cccc(C(F)(F)F)c1
19	1	3	1	6	-3	-0.3	-8	6	1	0	O=C(Nc1ccc2c(c1)OCCO2)c1ccc(Br)o1
20	-4	-15	4	-5	-7	-0.9	-2	0	1	0	CC1(C)C(=O)Nc2ccccc2N1C(=O)COC(=O)c1cccnc1Cl
21	5	-8	6	4	2	0.0	-1	19	-3	-5	CC(=O)c1c(N2CCOCC2)nc(=S)n(-c2cc(C)ccc2C)c1C
22	-2	9	4	-1	-3	0.3	-2	-7	-4	7	Cc1ccc2c(c1)N(CC(=O)NC1CCCC1)C(=O)CO2
23	1	-20	-2	10	5	1.1	-5	10	0	7	CCC(C)N(C(=O)COC(=O)c1[nH]c(C)c(C(C)=O)c1C)C1CCS(=O)(=O)C1 (configuration not stated)
24	-3	-17	-6	5	4	-0.2	-6	2	-7	-6	Cc1nc2cc(C(F)(F)F)ccc2n1C1CCN(CC(=O)N2CCCC2)CC1
25	1	5	6	-7	0	-0.1	0	12	-1	2	CCCN(C(=O)c1cc(S(=O)(=O)N(C)c2ccccc2OC)ccc1C)C1CCS(=O)(=O)C1 (configuration not stated)
26	1	-8	-2	-4	-7	-0.3	1	1	4	-11	CC(C)c1ccc(OCCCN2CCCC2)cc1
27	-53	-9	-3	-2	-106	2.3	-36	1	-2	21	COc1cc(/C=C/C(=O)OCC(=O)NCCc2ccc(S(N)(=O)=O)cc2)ccc1OCC#N
28	-134	4	1	0	-162	-7.2	-51	5	4	17	CCOC(=O)c1cc(-c2cccc(C(F)(F)F)c2)nc2nc(SC)[nH]c(=O)c12
29	4	-10	-6	3	6	-0.3	3	2	-1	3	Cc1cccc(N(CC(=O)NC2CCCC2)C(=O)CS(=O)CC(=O)Nc2ccc3c(c2)OCO3)c1C (configuration not stated)
30	-10	.	3	3	0	0.6	0	5	-4	.	O=C(OC12CCCN(C1)/C(=C/c1ccncc1)C2)c1cccc(F)c1 (configuration not stated)
31	-22	-8	8	0	-3	0.9	1	3	3	-2	COc1ccc(OC)c(C(=O)COC(=O)COc2ccccc2F)c1
32	1	-8	2	5	-5	-0.4	0	12	1	7	C=CCN1C(=O)c2ccccc2Sc2ccc(C(=O)NC(C)C)cc21
33	-19	11	3	2	-96	0.1	-27	-5	3	5	Cc1nc2c(=O)n(C)c(=O)[nH]c2n1Cc1ccccc1
34	1	-7	3	-1	-1	0.2	-1	6	1	4	Cc1csc(SCC(=O)Nc2ccc(F)cc2Cl)n1
35	7	-8	-1	7	11	0.2	2	-14	0	-8	O=C1C2C3CCC(C3)C2C(=O)N1CNc1ccc(F)cc1 (configuration not stated)
36	-1	13	3	-13	0	-0.3	0	0	0	-12	CCN(CC)C(=O)CCC(=O)Nc1ccc(C(=O)OC)cc1
37	1	17	-10	-3	8	-0.7	7	-21	7	-7	O=C(O)C1C2C=CC3(CN(c4cccc(C(F)(F)F)c4)C(=O)C13)O2 (configuration not stated)
38	-11	-12	2	7	0	-0.2	-5	-14	1	3	CCCC(=O)Nc1nc(-c2ccc3c(c2)CCN3S(C)(=O)=O)cs1
39	0	9	6	-2	5	-0.1	-3	-1	-2	8	O=C(CSc1nc(-c2ccc(F)cc2)cc(C(F)(F)F)n1)NCCN1CCOCC1
40	-1	.	-3	-1	2	-0.5	-3	-4	1	.	CCCCOCCCNC(=O)C[C@H]1C(=O)N(Cc2ccc(OC)cc2)C2=CCCCC[C@@]21C(=O)OC
41	9	-1	-13	6	21*	-0.1	1	0	4	-13	Cc1ccc(/C=C/C(=O)Nc2ccc(S(=O)(=O)Nc3onc(C)c3C)cc2)cc1
42	1	-4	0	3	-10	-0.6	-4	3	-3	9	CCCn1c(=O)n(C)c(=O)c2c(SC(C)C(=O)NCC3CCCO3)nc(CC(C)C)nc21 (configuration not stated)
43	2	4	9	-3	2	-0.3	4	-4	-4	4	COc1cc(F)ccc1-c1csc(C(O)c2ccc(F)cc2)n1 (configuration not stated)
44	2	-1	8	4	0	-0.3	1	-17	0	-3	CCOc1ccc2[nH]c3nc(SCC(=O)NC4CCCC4)nnc3c2c1
45	-10	0	3	4	-35	1.4	-14	8	-1	-1	O=C(CNc1cccc2ccccc12)N/N=C/c1ccc(C(=O)O)cc1
46	-1	6	1	5	3	0.1	-5	8	-3	4	COc1cccc(-n2c(Cc3cc(=O)[nH]c(=O)[nH]3)nnc2SCc2cccc(C(F)(F)F)c2)c1
47	-4	-5	5	4	-2	0.0	-2	2	-2	-1	CN(C(=O)c1cc2c(s1)-c1ccccc1S(=O)(=O)C2)c1ccccc1F
48	1	3	13	5	1	0.6	1	-5	1	-9	Cc1ccc(OCC(=O)NNC(=O)c2cccnc2)cc1C
49	0	-4	-4	4	-6	-0.1	4	-3	-1	-4	CC(=NNC(=S)Nc1cccc(Cl)c1)c1ccccn1
